MITF act = increases MITF-driven TRPM1 promoter luciferase signal | 300,000 compounds, 0.75% hits | SK-MEL-5 TRPM1-promoter luciferase, 24 h; % of positive control, neutral wells = 0 | activation, % at 12.5 µM;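 active means mean activation of at least 80% with every replicate also reaching 80%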;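 further: 0% = neutral control wells and 100% = parthenolide positive control wells; values of inactives mirror those of a sister screen read the other way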
Wnt act = activates Wnt/beta-catenin signaling in a reporter cell assay. activation, % at 9.35 µM. AID 743398. 300,000 compounds, 1.2% hits. activator, plate reader; in the data active means activation above about 30%, passing the limit was not always enough;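 further: 0% = neutral control wells and 100% = positive control wells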
SR-BI DiI inh = blocks mouse SR-BI lipid uptake from DiI-HDL; Q61009; ldlA[mSR-BI] CHO cells, DiI-HDL uptake fluorescence, 3 h; inhibition, % at 12.5 µM; 320,000 compounds, 0.96% hits;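 active means mean replicate inhibition of at least 70% and a set share of replicates each scoring 70 or more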;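 further: 0% = median of neutral control wells and 100% = median of positive control wells; values of inactives mirror those of a sister screen read the other way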
Target sequence (Q61009 whole entry, looked up): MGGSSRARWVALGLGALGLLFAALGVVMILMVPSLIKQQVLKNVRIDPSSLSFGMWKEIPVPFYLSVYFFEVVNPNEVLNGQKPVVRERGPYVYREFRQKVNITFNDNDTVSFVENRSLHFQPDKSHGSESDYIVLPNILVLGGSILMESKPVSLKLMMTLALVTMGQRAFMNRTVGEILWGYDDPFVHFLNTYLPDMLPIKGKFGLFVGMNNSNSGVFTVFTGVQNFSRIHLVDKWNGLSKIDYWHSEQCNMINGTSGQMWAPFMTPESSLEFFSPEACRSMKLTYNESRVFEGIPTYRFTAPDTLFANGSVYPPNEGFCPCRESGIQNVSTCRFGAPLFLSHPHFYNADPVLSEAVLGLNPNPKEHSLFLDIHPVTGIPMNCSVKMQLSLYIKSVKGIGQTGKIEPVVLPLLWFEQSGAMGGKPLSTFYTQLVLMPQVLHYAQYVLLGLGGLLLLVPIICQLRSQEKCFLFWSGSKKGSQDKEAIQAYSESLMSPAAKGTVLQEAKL
phage Ecoli inh = E. coli growth loss with phage present. growth absorbance. inhibition, % at 11.9 µM. 360,000 compounds, 0.26% hits. AID 651602; in the data active means inhibition above about 11%
AddAB inh = less growth of phage-infected E. coli with AddAB; E. coli expressing H. pylori AddAB, absorbance growth; inhibition, % at 11.9 µM; 330,000 compounds, 0.29% hits; in the data active means inhibition above about 12%;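 further: 0% = vehicle wells of infected cells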
SR-BI DiI-HDL act = activators of SR-BI mediated HDL lipid uptake. CHO ldlA[mSR-BI] cells, DiI-HDL uptake fluorescence, 3 h; 100 = double the neutral-control signal. activation, % at 12.5 µM. 320,000 compounds, 0.096% hits. AID 504775;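 active means mean replicate activation of at least 60% and every replicate at or above 60%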;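 further: 0% = median plate neutral-control signal and 100% = twice that signal; values of inactives mirror those of a sister screen read the other way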
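material = CHO ldlA[mSR-BI] cells | medium = Ham's F12 with 0.5% BSA, HEPES 25 mM, pH 7.4 | reagent = fluorescent DiI-HDL, 10 µg/mL final | compound dosing = single-point compound dose | incubation = 3 h, 37 °C | measured by = bottom-read fluorescence, 550/595 nm | measure = HDL uptake via cellular fluorescence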
Ecoli viability = counter-screen for AddAB inhibitors: E. coli growth inhibition | E. coli V3065 growth, OD600 absorbance, 18 h | inhibition, % at 11.9 µM | AID 449728 | 330,000 compounds, 0.27% hits;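 active means inhibition above the campaign's mean inhibition across all tested compounds plus 3 SD, cut at about 9.9% in these data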;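 further: uninfected addAB+ strain grown without phage in ampicillin broth; 0% = DMSO wells and 100% = ciprofloxacin 0.95 µg/ml wells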
CAL PDZ FP-1 = human CAL PDZ-peptide interaction inhibition | Q9HD26 | purified CAL PDZ, TMR-peptide fluorescence polarization, 1 h | inhibition, % at 20 µM | 330,000 compounds, 0.02% hits | AID 504414;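 active means highest replicate inhibition of at least 40%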;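 further: plate controls were DMSO neutral control wells for no effect and unlabeled competitor peptide control wells for full effect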
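Material: tagged CAL PDZ protein CerCALP, purified; buffer or medium: sodium phosphate/NaCl buffer pH 7.4 with TCEP, IgG, Thesit; also added: fluorescent TMR peptide probe; schedule: 1 h incubation at room temperature before polarization reading; technique: fluorescence polarization from S- and P-plane intensities, G-factor corrected; control set: unlabelled peptide and DMSO controls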
CAL PDZ FP-2 = CAL PDZ (human) peptide binding inhibition; Q9HD26; purified CAL PDZ, TMR-peptide fluorescence polarization, 1 h; inhibition, % at 24.9 µM; 300,000 compounds, 0.92% hits; AID 602252;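 active means mean inhibition of at least 30% with at least half of replicates also reaching 30%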;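 further: 0% = DMSO neutral control and 100% = excess unlabeled competitor peptide PRC23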
Tat export inh = E. coli Tat transport inhibition. inhibition, % at 10 µM. 340,000 compounds, 0.036% hits. E. coli MC4100 TorA-mCherry Tat export, fluorescence. AID 488895;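 active means mean replicate inhibition at least 50% and at least half of replicates individually reaching 50%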;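 further: exported cargo escapes ClpAP degradation while cytoplasmic cargo is degraded and loses fluorescence; 0% = median of neutral control wells and 100% = median of NaSCN control wells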
An asterisk follows results filed as active; x = not tested or not shown; & = joins results of further samples.

SMILES	MITF act	Wnt act	SR-BI DiI inh	phage Ecoli inh	AddAB inh	SR-BI DiI-HDL act	Ecoli viability	CAL PDZ FP-1	CAL PDZ FP-2	Tat export inh
Cc1c(CC(=O)NCC(C)C)c(=O)oc2cc3c(cc12)CCC(C)(C)O3	20	4	-6	2.0	-1.7	6	0.0	-0.5	1	-5
Cc1ccc(C)c(NC(=S)N(Cc2ccco2)C(C)c2cccs2)c1 (centres undefined)	0	0	-18	0.5	-0.3	18	-0.1	-2.6	-2	-7
COc1ccc(CCNC(=O)Cc2cc(OC)c(OC)cc2[N+](=O)[O-])cc1OC	-5	-4	-4	3.0	1.6	4	-2.6	x	8	-10
COc1ccc(CCC(C)NCc2ccc(C(F)(F)F)cc2)cc1 (centres undefined)	x	5	-22	1.6	7.3	22	2.8	-0.9	-1	3
CCCc1nc2ccc([N+](=O)[O-])cc2[nH]1	9	-1	2	5.1	1.7	-2	-0.7	0.0	1	6
O=C(CN1C(=O)C2C3CCC(C3)C2C1=O)N1CCN(Cc2ccccc2)CC1 (centres undefined)	-11	3	-21	0.8	1.4	21	0.8	-1.0	0	6
O=C(c1nc2ccc(Cl)cn2c1CNCCc1cnccn1)N1CCCCCCC1	0	0	23	0.0	5.3	-23	0.1	-1.8	-1	-4
COc1ccccc1/C=C/C(=O)NNC(=O)c1cccs1	31	1	-2	3.3	-1.4	2	-0.7	-0.8	71*	-5
CC(C)NC(=S)NCc1cccnc1	-7	x	-1	2.2	0.2	1	-0.8	-0.4	-3	-7
COc1ccc(OC)c(S(=O)(=O)NC(N)=NCCc2ccccc2)c1	-8	-5	-7	2.0	1.1	7	-0.1	-2.4	0	5
COC(=O)c1cc(OC)c(OC)cc1NCC(=O)Nc1ccc(OC)c(OC)c1	11	x	37	1.2	4.3	-37	-0.7	-2.1	0	-6
O=C1c2ccccc2C(Nc2ccc(Cl)cn2)N1Cc1ccccc1 (centres undefined)	-4	-3	20	3.3	-1.9	-20	1.0	-0.3	-3	8
O=C(CCCCCNc1nc(=S)[nH]c2ccccc12)N1CCN(c2ccccn2)CC1	14	x	26	4.2	1.9	-26	2.0	x	-5	2
CCn1ccc(C(=O)NC2=C(C#N)CCC2)n1	7	2	-1	2.8	1.2	1	2.1	-1.8	0	-5
Cc1nn(-c2ccccc2)c(Cl)c1/C=N/Nc1ccc(Cl)c(C(=O)O)c1	-53	8	-2	1.3	0.8	2	-1.6	1.5	0	4
CCC1(CC)NC(=O)N(Cc2nc3ccccc3s2)C1=O	-5	1	-8	2.2	1.9	8	1.8	-0.8	3	1
Cc1ccc(CNS(=O)(=O)c2ccc(F)c(F)c2)n1C	-1	-3	x	1.5	2.5	x	-1.4	0.8	-1	1
Cn1c(NC(=O)/C=C\c2ccccc2)cc(=O)n(C)c1=O	49	28	-5	7.2	-0.3	5	-1.6	-2.0	-5	-4
Cc1ccc(C)c(Cn2nnc3c(=O)[nH]c(C4CCCN(C(=O)C5CCCCC5)C4)nc32)c1 (centres undefined)	-16	x	-6	0.1	-2.1	6	-1.3	x	-1	16
O=S(=O)(/C=C/c1ccccc1)NC1CCCCCCC1	-1	x	-25	6.2	4.4	25	0.9	-1.4	-2	-2

Ordered by formula weight (falling): some entries from above
SMILES	MITF act	Wnt act	SR-BI DiI inh	phage Ecoli inh	AddAB inh	SR-BI DiI-HDL act	Ecoli viability	CAL PDZ FP-1	CAL PDZ FP-2	Tat export inh
COC(=O)c1cc(OC)c(OC)cc1NCC(=O)Nc1ccc(OC)c(OC)c1	11	x	37	1.2	4.3	-37	-0.7	-2.1	0	-6
COc1ccc(OC)c(S(=O)(=O)NC(N)=NCCc2ccccc2)c1	-8	-5	-7	2.0	1.1	7	-0.1	-2.4	0	5
Cc1c(CC(=O)NCC(C)C)c(=O)oc2cc3c(cc12)CCC(C)(C)O3	20	4	-6	2.0	-1.7	6	0.0	-0.5	1	-5

New compounds follow
SMILES	MITF act	Wnt act	SR-BI DiI inh	phage Ecoli inh	AddAB inh	SR-BI DiI-HDL act	Ecoli viability	CAL PDZ FP-1	CAL PDZ FP-2	Tat export inh
CC(=O)NC1C(=O)N=C(SC(C)C(=O)Nc2cccc(Cl)c2)NC1=O (centres undefined)	3	1	-28	4.3	3.8	28	-0.4	-0.1	-5	-4
COc1ccc(N2C(=O)CC(N3CCN(c4nc5ccccc5s4)CC3)C2=O)cc1 (centres undefined)	x	x	-11	1.0	0.0	11	-1.3	-0.6	-3	-6
CCc1cccc(CC)c1NC(=S)NCCc1c(C)[nH]c2ccccc12	7	-2	35	1.2	4.6	-35	3.4	1.1	1	2
Cc1cc(C(=O)Nc2cccc([N+](=O)[O-])c2)c(C)o1	6	1	20	2.4	0.0	-20	1.4	-0.4	9	-1
CC1=C/C(=N\NC(=S)Nc2cccnc2)CC(C)(C)C1	-63	-3	2	-3.6	x	-2	x	-2.3	5	5
CC(C)(C)c1ccc(C(=O)NCC(=O)OCC(=O)NC(=O)NC2CCCC2)cc1	-15	1	-14	0.5	1.3	14	0.2	-0.8	-2	-2
O=C(NC1CCCC1)C1CCN(S(=O)(=O)N2CCCCC2)CC1	-2	x	-31	-1.1	0.5	31	-1.0	x	-4	-2
CCOC(=O)c1ccc(N2C(=O)C3CCCN3C2=S)cc1 (centres undefined)	18	2	8	0.6	-0.3	-8	0.9	0.9	-15	5
O=C1NC(=S)NC1Cc1ccc(O)cc1 (centres undefined)	0	0	-14	2.2	x	14	x	-1.2	-5	0
CC(C)c1ccc2c(c1)CC[C@H]1[C@](C)(CN)CCC[C@]21C	-102&-5	-1&0	-1&-6	4.0&3.9	x	1&6	x	-0.9&-1.0	-4&-1	3&-5
O=C(CNCCO)NC12CC3CC(CC(C3)C1)C2	-1	-1	-2	2.6	-0.8	2	-2.6	-0.4	41*	5
OC(COc1ccc(Cl)cc1)CSc1ccccn1 (centres undefined)	52	6	9	3.9	5.1	-9	0.0	-0.1	-1	0
Cc1ccc(N2CC(C(=O)OCC(=O)c3ccc[nH]3)CC2=O)cc1 (centres undefined)	1	-2	4	2.9	-2.1	-4	0.4	-2.4	-3	-1
CSCCC1C(=O)OC2(C)CC(C)(C)NC(=S)N12 (centres undefined)	1	-1	15	3.3	2.1	-15	-2.4	-1.5	-3	-7
CC(=O)c1c(OCC(=O)N(C)C2CCCCC2)ccc2c(C)cc(=O)oc12	0	-1	-30	0.9	-0.7	30	1.1	-0.8	x	14
O=CNC(n1cnc2c(N3CCOCC3)ncnc21)C(Cl)(Cl)Cl (centres undefined)	1	-2	x	2.1	0.9	x	-0.5	-0.5	8	5
C[C@@]12C(=O)N(CCc3c[nH]c4ccccc34)CC(=O)N1[C@H]1c3ccccc3OC[C@@H]1[C@@H]2c1ccccc1	-11	-2	0	1.4	3.4	4	0.6	0.4	-3	-1
COc1ccc(S(=O)(=O)CCC(=O)Nc2c(C)cccc2C)cc1	3	6	5	-0.9	3.2	-5	-0.7	-0.9	-2	-1
O=C(Nc1ccc(OCC(=O)N2CCOCC2)cc1)c1cc(F)c(F)cc1Cl	12	1	-4	1.1	-1.4	4	-0.4	-1.8	-4	4
CC(C)C(c1nnnn1C1CCCC1)N1c2ccccc2CC1C (centres undefined)	x	x	10	1.6	-1.8	-10	0.2	0.5	-5	3
Cc1ccc(/C(O)=C2\C(=O)C(=O)N(CCc3c[nH]c4ccccc34)C2c2cccnc2)cc1 (centres undefined)	-6	-1	-16	0.9	-0.9	16	-2.0	0.2	-5	1
COc1ccc(C(=O)NC(=S)Nc2cccc(NC(=O)c3ccco3)c2)cc1[N+](=O)[O-]	5	x	15	0.2	-2.0	-15	-2.0	-2.7	-4	6
CC(C)(C)c1ccc(C(=O)Nc2ccc(C(=O)NCc3cccnc3)cc2)cc1	-8	-4	14	3.8	4.4	-14	-0.2	-1.2	-7	10
Cc1cc(C)c(NC(=O)Nc2ccc3c(c2)OCO3)c(C)c1	25	13	-15	2.6	-0.4	15	0.5	1.0	6	4
CCn1nc(C)cc1C(=O)N1CCCC(N2CCN(c3cccc(Cl)c3)CC2)C1 (centres undefined)	-2	-3	22	3.0	-0.1	-22	-1.9	-2.9	-4	-3
O=C(CSCc1ccc(Cl)cc1)Nc1nccs1	8	0	-11	2.3	3.2	11	-0.7	0.7	3	-10
N/C(=N\OC(=O)c1ccccc1F)c1cccc([N+](=O)[O-])c1	x	13	-25	4.3	1.5	25	-1.0	0.2	x	-4
Cc1ccc(OCC(=O)Nc2cccnc2Cl)cc1C	87*	10	x	2.5	1.7	x	-1.3	1.5	x	1
Fc1ccc(CSc2ncnc3c2oc2ccccc23)cc1	-4	0	-33	3.1	3.5	33	-3.3	-0.5	-2	-5
COC(=O)c1ccc(OC(=O)CCN2c3ccccc3Sc3ccccc32)cc1	-4	3	-9	0.1	2.6	8	1.4	0.6	-1	4
CC[C@]12c3[nH]c4cc(-c5ccco5)ccc4c3CCN1C(=O)[C@@H](CC(=O)NCCCOC)C[C@@H]2C(=O)N1CCN(C(=O)C2CC2)CC1	6	8	15	1.9	-1.9	-15	-1.2	1.3	-2	3
CCNC(=O)N(CC)C[C@H]1N[C@@](Cc2ccccc2)(C(=O)OC)[C@H]2C(=O)N(Cc3ccccc3)C(=O)[C@@H]12	3	1	-1	1.0	0.7	1	-1.8	-0.7	-3	5
COC(=O)c1cc(Br)ccc1N(Cc1cc(OC)cc(OC)c1)S(C)(=O)=O	-4	2	7	4.1	3.2	-7	-0.5	0.4	-7	17
CCOC(=O)CC1CCCCN1C(=O)CCCn1nnnc1CN1CCOCC1 (centres undefined)	6	0	-16	0.9	3.2	16	4.0	-1.4	-2	-2
C/C(=N\Nc1ccc(Cl)nn1)c1ccccc1O	-45	21	-8	-5.1	x	8	x	-0.3	x	2
CCOc1ccc(CCNC(=O)COC(=O)/C=C/c2cccc(OC)c2)cc1OCC	12	-2	0	5.6	-0.2	0	1.8	-2.8	-2	-2
CC1CCCCN1S(=O)(=O)c1ccc(C(=O)Nc2nnc(-c3ccncc3)o2)cc1 (centres undefined)	-22	-3	-7	-2.4	-0.5	7	-4.9	-1.9	-1	-1
COC(=O)c1cn(NC(=O)c2cc([N+](=O)[O-])ccc2F)c(=O)c2ccccc12	8	-16	-16	1.7	2.1	16	0.5	-1.9	-3	-5
COc1ccc(N2CCC(CNC(=S)Nc3cccc(OC)c3)C2)cc1 (centres undefined)	x	1	x	-1.6	0.7	x	2.2	x	x	x
CC(C)(C)OC(=O)N1CCCC(C(=O)Nc2ccc(C(=O)N3CCCCC3)cc2)C1 (centres undefined)	1	-4	-11	3.1	1.6	11	-0.3	-0.4	-1	5
COC(=O)c1ccc(C)c(NC(=S)NCc2ccc(Cl)cc2)c1	3	x	-26	5.0	-1.6	26	-4.0	-1.0	-3	-2
COc1ccc(/C(O)=C2/C(=O)C(=O)N(CCCN3CCOCC3)C2c2ccc(C)cc2)cc1 (centres undefined)	0	-2	-5	1.3	x	5	x	14	-1	-3
CCOc1ccc(NC(=O)CN(C)C(=O)C2CC(=O)N(CCc3ccc(OC)c(OC)c3)C2)cc1OCC (centres undefined)	-2	-2	39	0.9	x	-39	x	-0.8	-3	7

Compound activity: PubChem, several laboratories
